# Assay outcomes deposited in PubChem by National Center for Advancing Translational Sciences (NCATS).
# S-ASM inh: human S-ASM enzyme inhibition. P17405. placental ASM, HMU-PC fluorogenic substrate, 60 min. Potency, µM (series often up to 57.5 µM), without a hit: at the highest dose activity change, negative = inhibition, usual class: inhibitors. actives 0.006% (n = 340,000); further: potency means the concentration at half of the fitted maximal effect
# Target sequence (P17405 47-631 limits assumed): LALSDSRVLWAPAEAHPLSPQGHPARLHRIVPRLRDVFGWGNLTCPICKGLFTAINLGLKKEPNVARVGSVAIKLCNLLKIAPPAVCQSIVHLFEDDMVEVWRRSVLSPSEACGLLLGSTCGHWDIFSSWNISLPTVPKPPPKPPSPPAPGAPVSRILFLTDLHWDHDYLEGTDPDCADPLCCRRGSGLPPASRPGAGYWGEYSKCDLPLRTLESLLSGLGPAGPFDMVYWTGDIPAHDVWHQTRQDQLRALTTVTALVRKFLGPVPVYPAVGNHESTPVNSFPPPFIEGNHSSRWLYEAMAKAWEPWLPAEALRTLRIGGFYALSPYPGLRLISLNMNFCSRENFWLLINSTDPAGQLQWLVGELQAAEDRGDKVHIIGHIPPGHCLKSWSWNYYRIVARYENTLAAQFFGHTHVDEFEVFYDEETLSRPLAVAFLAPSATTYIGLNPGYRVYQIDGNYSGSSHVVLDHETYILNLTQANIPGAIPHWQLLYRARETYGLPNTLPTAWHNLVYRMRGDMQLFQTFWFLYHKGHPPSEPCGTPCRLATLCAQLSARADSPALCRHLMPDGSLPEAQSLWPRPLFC
#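 Fluorogenic HMU-PC substrate (9 uM final) is turned over by placental ASM in 60 min at 37 C after a 10 min compound preincubation. Reaction ended by alkaline stop (pH 10), with fluorescence read at 386/447 nm.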
# TCR act: activates T cell receptor signaling | primary human leukocytes, anti-CD3, IL-2 HTRF, 48 h | Potency, µM (titrated, usually from 9.22 µM), for inactives: at the highest dose activation of IL-2 secretion, hits mostly activators | 330,000 tested, under 10 active | AID 504894; further: % of control where 0% means no effect
#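 Compounds are tested in HTS on primary human leukocytes co-incubated with a-CD3 beads for 48 hr. IL-2 output is measured by time-resolved FRET.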
# Menin-MLL TR inh: displaces Texas Red mutant MLL peptide from human menin; O00255; Menin + Texas Red MLL mutant peptide, fluorescence polarization; Potency, µM (top dose mostly 61.6 µM), without a hit: top-dose FP activity change, negative = inhibition, usual class: inhibitors; actives 0.23% (n = 270,000); active means well fitted inhibition curve with a large enough effect in the polarisation, with a control signal flat, not every such curve was filed as active; inconclusive means small, poorly fitted or top-dose-only effect, or effect the other way, or a change in a side signal; inactive means no such curve, though single readings can be large or run the other way; the % refers to the polarisation; further: potency means the concentration at half of the fitted maximal effect; % of control where 0% means no effect; many of its hits are not listed in these tables
# Mito fusion act: inhibitors of mitochondrial division or activators of mitochondrial fusion; AID 485298; Potency, µM (titrated, usually from 46.1 µM), for inactives: at the highest dose growth rescue (activation), hits mostly activators; actives 0.23% (n = 320,000); S. cerevisiae fusion-defective mutant growth rescue, CellTiterGlo 48 h;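 further: potency means the concentration at half of the fitted maximal effect; % of control where 0% means no effect; nearly all actives have a fitted effect of over 45% in size; temperature-sensitive fusion mutants such as fzo1-1 at 37 °C on non-fermentable ethanol glycerol medium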
#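 Compounds are tested for their ability to restore growth of mitochondrial fusion-defective yeast strains at non-permissive 37C in YPEG medium over 48 hours. Viability is quantified by luciferase luminescence.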
# TSG101-PTAP inh: blocks PTAP/TSG101 interaction to inhibit HIV-1 budding. Q99816. Fluorescence polarization, FITC-PTAP peptide / Tsg101 binding. Potency, µM (highest dose often 115 µM), for inactives: at the highest dose activity change, negative = inhibition, actives largely listed as inhibitors. 340,000 tested, under 10 active. AID 493005; active means well fitted inhibition curve with a large enough effect in the main read-out, with a control signal flat, not every such curve was filed as active; inconclusive means small, poorly fitted or top-dose-only effect, or effect the other way, or a change in a side signal; inactive means no such curve, though single readings can be large or run the other way; further: potency means the concentration at half of the fitted maximal effect; % of control where 0% means no effect
#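 Fluorescence polarization binding of Tsg101 binding domain (10 uM final) to FITC-labeled PTAP peptide (50 nM final) in HEPES pH 7.5 buffer with NaCl, Tween 20, EDTA, TCEP. Compounds added before peptide; binding 20 min at RT.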
# TSHR antagonist: antagonists of human thyroid stimulating hormone receptor | actives 0.2% (n = 330,000) | activity change, negative = inhibition, % at 11.5 µM | TSHR-expressing cells, TSH-stimulated cAMP HTRF, 2 h; hits give low values;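 active means activity change below a set negative limit, meaning inhibition stronger than a set level, cut at about -70% in these data; inconclusive means activity change between two set negative limits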; further: on the % scale 0 is the no-effect control and ±100 the full control effect
#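 Competitive HTRF cAMP read-out (cryptate anti-cAMP antibody, cAMP-d2; 30 min, room temperature) in freshly harvested TSHR cells. Compounds added before TSH at EC80 (4nM final), followed by 2 hours' incubation at 37 deg C.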
# MLL CXXC-DNA inh: MLL CXXC-DNA interaction inhibition; Potency, µM (titrated, usually from 115 µM), for inactives: at the top dose activity change, negative = inhibition, actives largely listed as inhibitors; Q03164; actives 0.037% (n = 290,000); MLL-CXXC / FITC-HOXA9 DNA fluorescence polarization; active means well fitted inhibition curve with a large enough effect in the polarisation, with a control signal flat, not every such curve was filed as active; inconclusive means small, poorly fitted or top-dose-only effect, or effect the other way, or a change in a side signal; inactive means no such curve, though single readings can be large or run the other way; the % refers to the polarisation; further: potency means the concentration at half of the fitted maximal effect
#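 Fluorescence polarization: 7 uM MLL-CXXC (stock) preincubated 5 min with compounds, then 50 nM fluorescein-HOX-A9 DNA (stock) added; 30 min ambient. Buffer 50 mM Tris-HCl pH 7.5, 50 mM NaCl, 1 mM DTT, 0.05% BSA.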
# MBNL1 CUG block: MBNL1-poly(CUG) RNA binding inhibition. Potency, µM (highest dose often 57.5 µM), for the others: top-dose activity change, negative = inhibition, actives largely listed as inhibitors. AID 2675. actives 0.036% (n = 280,000). Q9NR56. TR-FRET MBNL1-His/biotin-(CUG)12 binding, 665/545 ratio; active means well fitted inhibition curve with a large enough effect in the signal ratio, with a control signal flat, not every such curve was filed as active; inconclusive means small, poorly fitted or top-dose-only effect, or effect the other way, or a change in a side signal; inactive means no such curve, though single readings can be large or run the other way; the % refers to the signal ratio; further: potency means the concentration at half of the fitted maximal effect; on the % scale 0 is the no-effect control and ±100 the full control effect
# Target sequence (Q9NR56 whole entry, looked up): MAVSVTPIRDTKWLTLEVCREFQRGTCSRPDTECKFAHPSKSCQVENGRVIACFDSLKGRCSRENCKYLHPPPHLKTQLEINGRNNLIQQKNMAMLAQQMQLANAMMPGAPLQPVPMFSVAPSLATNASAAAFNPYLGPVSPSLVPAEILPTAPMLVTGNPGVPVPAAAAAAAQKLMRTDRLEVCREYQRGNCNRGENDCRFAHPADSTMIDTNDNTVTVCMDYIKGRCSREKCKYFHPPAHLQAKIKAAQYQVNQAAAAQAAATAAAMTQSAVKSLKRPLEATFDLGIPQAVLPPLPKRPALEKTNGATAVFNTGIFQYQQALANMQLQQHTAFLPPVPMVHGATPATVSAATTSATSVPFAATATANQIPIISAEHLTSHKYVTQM
#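 Compound titration spanned 92 nM–58 uM against the MBNL1-His/biotin-(CUG)12 complex. After 60 min at room temperature with 5 nM streptavidin-XL665 and 0.055 ng/ul terbium anti-His, ratiometric 665/545 nm emission (Ex 340 nm) normalized to controls.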
# AT treatment: potential ataxia-telangiectasia treatments restoring KAP-1 phosphorylation; actives 0.19% (n = 320,000); […] A-T fibroblasts, KAP-1 phosphorylation AlphaLISA; neocarzinostatin DNA damage 30 min before lysis; Potency, µM (doses to about 57.5 µM), for the others: at the top dose activation, hits mostly activators; AID 485349; further: potency means the concentration at half of the fitted maximal effect; % of control where 0% means no effect; nearly all actives have a fitted effect of over 45% in size
#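 ATM-like activity read as KAP-1 phosphorylation via AlphaLISA donor/acceptor antibody pairs after lysis and 6 hr at 25C. Cells were ATM-null patient fibroblasts ([…], hTERT), dosed 60 min, then exposed to the DSB inducer NCS for 30 min.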
# Integrin act MD: activates integrin-mediated alleviation for muscular dystrophy | alpha7betagal myoblasts, beta-gal FDG fluorescence, 48 h | Potency, µM (titrated, usually from 38.3 µM), for the others: at the highest dose activation, most hits filed as activators | actives 0.064% (n = 350,000);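 further: potency means the concentration at half of the fitted maximal effect; 100% = response of the positive control SU9516; nearly all actives have a fitted effect of over 60% in size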
#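 Alpha7betagal+/- myoblasts (passage 13) were plated 16-24 hr, then exposed to compounds (1:260 dilution of DMSO stock) for 48 hours at 37C. After MPER lysis, β-galactosidase reporter activity was read as FDG fluorescence (ex 480/em 540) after 30 minutes.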
# Starred values were filed as active, the others as inactive; u = inconclusive; x = not tested or not shown; [ ] = dose if it differs, or a comment. Unless noted, the call rests on the fitted dose curve; in most records, active means well fitted curve in the direction sought with a large enough effect; inconclusive means small, poorly fitted or top-dose-only effect, or another doubt; inactive means no such curve, though single readings can be large; an effect the other way counts as inactive or inconclusive. This is a subset; rates above refer to the full screens.
SMILES,S-ASM inh,TCR act,Menin-MLL TR inh,Mito fusion act,TSG101-PTAP inh,TSHR antagonist,MLL CXXC-DNA inh,MBNL1 CUG block,AT treatment,Integrin act MD
CCC(CC)C(=O)Nc1cc(C(=O)NCCc2ccccc2)ccc1Cl,-1%,8%,u,3%,-3%,-1,4%,0%,-2%,27%
CC(CCC(=O)Nc1nncs1)C(=O)O (centres undefined),0%,5%,2%,-1%,-4%,0,11%,1%,0%,-12%
COc1ccccc1C(=O)N(CCC1CCCN1C)c1nc2ccccc2s1 (centres undefined),-4%,3%,-8%,-8%,0%,8,-4%,6%,2%,7%
O=C(N/N=C/c1cccs1)c1ccccn1,5%,5%,-20%,-2%,-4%,1,-10%,u,-4%,26%
Cc1ccc(NC(=O)c2cc(-c3cccc(O)c3)on2)cc1C,-9%,-1%,u,9%,-3%,-45,2%,1%,16%,-17%
COc1ccc(NC(=O)NNC(=O)c2cc3ccccc3cc2O)cc1,0%,6%,27%,3%,3%,2,1%,8%,-3%,28%
O=C(Nc1ccc2c(c1)OCCO2)c1ccc2ccccc2n1,-2%,-6%,36%[activator],7%,0%,2,-1%,x,5%,-13%
O=C(c1ccc(S(=O)(=O)Nc2ccc(F)cc2)cc1)N1CCN(C(=O)c2ccco2)CC1,0%,-1%,-8%,-2%,-1%,-1,3%,2%,0%,-36%
CCOC(=O)C1(Cc2cccc(Cl)c2)CCCN(C(=O)c2ccco2)C1 (centres undefined),-1%,-4%,-13%,15%,-6%,-16,11%,-4%,0%,0%
CCn1c(SCC(=O)Nc2cccc(OC)c2)nnc1-c1ccc(Cl)cc1,-4%,x,-2%,-4%,x,4,-6%,-7%,12%,8%
CCOC(=O)CC(=O)CSc1nc(-c2ccccc2)cc(-c2ccccc2)c1C#N,25%,4%[46.1 µM],-6%,11%,0%,-11,11%,-3%,2%,30%
Cc1ccc(-c2nc(SCC(=O)Nc3cc(C)on3)c3c(=O)n(C)c(=O)n(C)c3n2)cc1,3%,0%,x,5%,x,32,7%,-12%,30%,5%

# Fetched by compound from the list above (two):
SMILES,S-ASM inh,TCR act,Menin-MLL TR inh,Mito fusion act,TSG101-PTAP inh,TSHR antagonist,MLL CXXC-DNA inh,MBNL1 CUG block,AT treatment,Integrin act MD
CCC(CC)C(=O)Nc1cc(C(=O)NCCc2ccccc2)ccc1Cl,-1%,8%,u,3%,-3%,-1,4%,0%,-2%,27%
O=C(N/N=C/c1cccs1)c1ccccn1,5%,5%,-20%,-2%,-4%,1,-10%,u,-4%,26%

# Further records follow.
SMILES,S-ASM inh,TCR act,Menin-MLL TR inh,Mito fusion act,TSG101-PTAP inh,TSHR antagonist,MLL CXXC-DNA inh,MBNL1 CUG block,AT treatment,Integrin act MD
CCOC(=O)Cn1c(=NC(=O)C(C)(C)C)sc2cc([N+](=O)[O-])ccc21,-1%,2%[46.1 µM],11%,4%,-5%,-1,4%,15%,1%,11%
O=C(Nc1c(-c2ccccc2)nc2ccccn12)c1cccs1,-1%,2%[46.1 µM],-6%,-3%,-1%,16,u,x,6%,-9%
CC(=O)c1c(C(C)=O)c(C)n(C(c2ccccc2)c2ccccc2)c1C,-5%,4%,-26%,-4%,-7%,-1,-4%,-6%,-4%,0%
Cc1nnc(Sc2c(N)n(C)c(=O)n(C)c2=O)s1,0%,0%,-9%,1%,-5%,1,0%,-2%,-3%,9%
CCOC(=O)c1sc(=NC(=O)CCS(=O)(=O)c2ccccc2)n(C)c1C,-2%,0%,6%,-3%,1%,0,-1%,18%,0%,-3%
CC(=O)Nc1ccc(NS(=O)(=O)c2ccc3c(c2)oc(=O)n3C)cc1,-2%,-2%,-1%,2%,-2%,-9,0%,-4%,1%,-36%[inhibitor]
O=C(CSc1ncccc1C(=O)O)NCCC1=CCCCC1,-1%,x,-1%,4%,-9%,-2,9%,3%,-1%,3%
COC(=O)c1c(O)cc(C(C)(C)C)n(-c2ccc(F)cc2)c1=O,10%,11%[46.1 µM],16%,3%,0%,-10,5%,-5%,4%,-37%
COc1ccc(SCc2noc(C(=O)NC(C)C)c2C(=O)O)cc1,5%,-6%,-2%,1%,-3%,-7,-10%,-2%,0%,-2%
CCCCNC(=O)COC(=O)c1ccccc1F,8%,3%,x,0%,-7%,-6,1%,-2%,9%,-3%
CN(C)Cc1c(C(=O)N/N=C/C=C/c2ccccc2)nnn1-c1nonc1N,0%,0%,-2%,-1%,0%,32,42%[activator],11%,0%,-13%
Cc1ccc(CCN2C(=O)c3ccc(C(=O)O)cc3C2=O)cc1,x,x,4%,3%,x,-23,x,x,-1%,x

# A different layout for 2 compounds above:
CCOC(=O)Cn1c(=NC(=O)C(C)(C)C)sc2cc([N+](=O)[O-])ccc21
  S-ASM inh: -1%; TCR act: 2%[46.1 µM]; Menin-MLL TR inh: 11%; Mito fusion act: 4%; TSG101-PTAP inh: -5%; TSHR antagonist: -1; MLL CXXC-DNA inh: 4%; MBNL1 CUG block: 15%; AT treatment: 1%; Integrin act MD: 11%

Cc1ccc(CCN2C(=O)c3ccc(C(=O)O)cc3C2=O)cc1
  S-ASM inh: x; TCR act: x; Menin-MLL TR inh: 4%; Mito fusion act: 3%; TSG101-PTAP inh: x; TSHR antagonist: -23; MLL CXXC-DNA inh: x; MBNL1 CUG block: x; AT treatment: -1%; Integrin act MD: x

# The results go on.
SMILES,S-ASM inh,TCR act,Menin-MLL TR inh,Mito fusion act,TSG101-PTAP inh,TSHR antagonist,MLL CXXC-DNA inh,MBNL1 CUG block,AT treatment,Integrin act MD
Cc1nonc1NC(=O)CSc1nc2ccccc2[nH]1,1%,-11%,18%,-2%,0%,-5,-4%,-13%,-1%,14%
Cc1cccc(NCc2ccc(O)c3ncccc23)c1C,3%,3%,8%,-2%,1%,-8,176%[activator],16%,1%,-25%
CN(C)CCN=Cc1c(O)n(Cc2ccccc2)c(=O)c2ccccc12,24%,9%,u,-1%,-5%,5,5%,8%,1%,11%
O=C(c1ccc(N2CCCCS2(=O)=O)cc1)N1CCN(c2ccc(N3CCOCC3)nn2)CC1,227%[activator],-2%[46.1 µM],-1%,-4%,-6%,5,12%,23%,5%,-11%
N/C(=N\OC(=O)c1cccc(F)c1)c1ccccn1,-1%,-68%,x,-2%,-5%,-6,7%,-4%,13%,-28%
Cc1ccc2c3c(c(SCC(=O)Nc4nccs4)nc2c1)CCCC3,x,x,0%,2%,x,-6,13%,6%,1%,x
CCOC(=O)C1(CC2CCCCO2)CCN(C(=O)Nc2ccc(C(=O)OC)cc2)CC1 (centres undefined),-6%,3%,10%,7%,-9%,-6,-4%,-3%,-5%,7%
O=C(NCCCN1CCCCC1)C1CCN(c2ncnc3c2nc2n3CCCCC2)CC1,3%,-3%,-4%,-2%,-7%,-3,4%,-3%,1%,-25%
O=C(c1cnc2ccccc2n1)N1CCN(c2ccc(C(F)(F)F)cn2)CC1,-2%,-18%,x,-1%,-1%,-3,-8%,4%,3%,24%
COc1ccccc1C1C([N+](=O)[O-])=CC([N+](=O)[O-])=CN1C (centres undefined),-8%,2%[46.1 µM],-1%,-3%,8%,10,34%[activator],u,-19%,-50%[inhibitor]
CCCn1c(N)c(N(C)C)c(=O)n(CC(=O)Nc2ccc(OC(F)(F)F)cc2)c1=O,0%,-13%,36%[activator],-5%,-2%,1,0%,-4%,-2%,8%
COC(=O)NNS(=O)(=O)c1ccc(C)cc1,0%,0%[46.1 µM],36%[activator],18%,2%,6,0%,-27%[11.5 µM],-1%,2%
COC(=O)NNC(=O)COc1cc(C)ccc1C,7%,1%[46.1 µM],-12%,-1%,0%,4,0%,-16%,-4%,-14%
O=C(CCCc1nc(-c2ccccc2)no1)N1CCOCC1,0%,-3%,17%,-2%,-4%,17,-2%,-7%,-5%,17%
O=[N+]([O-])c1ccc(C2Nc3cccc4cccc(c34)N2)cc1,-19%,0%[46.1 µM],u,9%,-7%,-2,1%,u,-1%,-25%
COc1ccc(Nc2ncc(C(=O)O)c3ccccc23)cc1,0%,x,1%,0%,-2%,0,3%,11%,4%,-25%[7.66 µM]
